# Screening results (PubChem)
# NALP1 inh: NALP1 inflammasome inhibitors in reconstituted yeast, colorimetric, S. cerevisiae, triplicate retest; S. cerevisiae NALP1/ASC/caspase-1 growth, X-gal OD620, 72 h; inhibition, % at 10 µM; 0.61% of 280,000 active; AID 2071, 2009; in the data active = inhibition mostly above about 24%, no sharp cut-off; inactive = mostly below about 32%; also: some compounds called inactive have numbers as strong as hits
# MEKK3 PB1 HTS: modulators of MEKK3-MEK5 PB1 binding, primary screen, biochemical, wildtype MEKK3, multiplex bead flow cytometry, Alexa488-MEK5 | binding response (% of control), % at 10 µM | Mitogen-activated protein kinase kinase kinase 3 (Homo sapiens), Q99759 | 1.4% of 290,000 active | bead-based flow cytometry, Alexa488-MEK5 binding to MEKK3; actives lie on both sides; 0 = blocked by unlabeled MEK5, 100 = vehicle | AID 1529, 2009;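 active = binding response more than 3 SD above or below the average of its plate-row segment, actives on both sides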;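 also: Alexa488 bead fluorescence after subtracting the streptavidin-only scavenger bead signal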
# GalR3 antagonist: GalR3 antagonists in HEK293 cells, primary screen, cell-based, fluorescence readout; Galanin receptor type 3 (Homo sapiens), O60755; HEK293 GalR3-CNG cAMP membrane potential fluorescence; galR3 body fused to GalR1 C-terminus; inhibition, % at 3 µM; 0.44% of 360,000 active; AID 651719, 2012;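 active = inhibition above the screen-wide average plus 3 SD, cut at about 13% in these data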;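 also: forskolin and galanin both at EC90 stimulate the cells; cAMP rise reported by CNG channel membrane potential dye signal; 0% = forskolin plus galanin with DMSO and 100% = forskolin alone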
# V1R ag counter: agonists of human V1a receptor, primary screen, counter-screen for OXTR agonist project, fluorescence, CHO-V1R cells. activation, % at 3 µM. AID 2797, 2010. 0.25% of 320,000 active. Vasopressin V1a receptor (Homo sapiens), P37288. Fluo-8 calcium fluorescence, agonist mode; 0% DMSO, 100% 3 nM vasopressin;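 active = activation above the mean activation of all tested compounds plus 3 SD, per screening run, cut at about 20% in these data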;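 also: signal is peak over basal fluorescence ratio across a 100 second FLIPR read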
# Target sequence (P37288 whole entry, looked up): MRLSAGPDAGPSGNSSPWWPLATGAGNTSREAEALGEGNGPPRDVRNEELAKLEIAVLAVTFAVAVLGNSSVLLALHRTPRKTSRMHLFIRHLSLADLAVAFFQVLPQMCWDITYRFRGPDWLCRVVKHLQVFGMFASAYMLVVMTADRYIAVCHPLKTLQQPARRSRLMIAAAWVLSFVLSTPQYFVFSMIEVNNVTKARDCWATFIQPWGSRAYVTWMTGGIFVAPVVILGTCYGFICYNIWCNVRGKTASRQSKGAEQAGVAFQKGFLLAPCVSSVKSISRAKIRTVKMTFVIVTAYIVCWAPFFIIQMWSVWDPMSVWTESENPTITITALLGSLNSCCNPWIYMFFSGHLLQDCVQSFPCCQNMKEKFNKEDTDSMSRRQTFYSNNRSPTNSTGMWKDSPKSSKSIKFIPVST
# MEKK2mut PB1 HTS: MEK5 binding signal on mutant MEKK2 PB1, primary screen, biochemical, multiplex bead flow cytometry, Alexa488-MEK5 | Alexa488-MEK5 binding to MEKK2 mutant | 0.35% of 290,000 active | percent response, % at 10 µM; in the data active = percent response above about 24%, passing the limit was not always enough; also: inactives centre near 1; some results filed as inactive read as strong as hits; reference of the scale not given here
# GPR7 antagonist: GPR7 receptor antagonists, primary screen, cell-based, fluorescence, single concentration; inhibition, % at 4.4 µM; AID 1861, 2009; GPR7-expressing cells, fluorescence antagonist assay; 1.1% of 290,000 active; in the data active = inhibition above about 16%, passing the limit was not always enough;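 also: cells stimulated with the agonist NPW; 0% = agonist with vehicle and 100% = vehicle without agonist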
# Target sequence (P48145 whole entry, looked up): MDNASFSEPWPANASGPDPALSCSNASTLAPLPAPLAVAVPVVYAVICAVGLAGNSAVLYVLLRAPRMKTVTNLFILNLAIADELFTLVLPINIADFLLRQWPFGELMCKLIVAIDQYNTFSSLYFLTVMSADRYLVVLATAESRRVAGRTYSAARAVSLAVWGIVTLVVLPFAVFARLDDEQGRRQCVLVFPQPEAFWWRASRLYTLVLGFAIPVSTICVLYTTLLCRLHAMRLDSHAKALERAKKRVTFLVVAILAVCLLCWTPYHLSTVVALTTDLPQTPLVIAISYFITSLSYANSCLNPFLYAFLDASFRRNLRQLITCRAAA
# OXTR agonist: human OXTR agonists, primary screen, fluorescence, CHO-OTR cells, Fluo-8 calcium; Fluo-8 calcium fluorescence; normalized: DMSO 0%, oxytocin 100%; activation, % at 3 µM; 0.32% of 320,000 active;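 active = activation above the mean of all tested compounds plus 3 SD, cutoff set per screening run, cut at about 20% in these data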;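 also: peak over basal fluorescence ratio from a 100 s FLIPR kinetic read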
# PHOSPHO1 inh: PubChem AID 1565. 1.1% of 290,000 active. inhibition, % at 13.3 µM. recombinant PHOSPHO1, absorbance phosphatase assay. Phosphoethanolamine/phosphocholine phosphatase (Homo sapiens), Q8TCT1; in the data active = inhibition above about 60%
# Target sequence (Q8TCT1 whole entry, looked up): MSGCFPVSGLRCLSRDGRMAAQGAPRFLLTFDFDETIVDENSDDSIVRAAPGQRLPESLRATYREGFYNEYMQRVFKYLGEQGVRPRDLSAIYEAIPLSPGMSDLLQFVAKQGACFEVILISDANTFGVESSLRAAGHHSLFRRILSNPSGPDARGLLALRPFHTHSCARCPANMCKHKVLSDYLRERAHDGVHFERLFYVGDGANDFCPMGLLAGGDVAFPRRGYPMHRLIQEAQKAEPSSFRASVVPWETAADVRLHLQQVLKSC
# MEKK2 WT-MEK5: modulators of MEK5 binding to wildtype MEKK2, primary screen, biochemical, multiplex bead flow cytometry, Alexa488-MEK5; Alexa488-MEK5 binding to MEKK2 WT; actives lie on both sides; binding response (% of control), % at 10 µM; 1.1% of 290,000 active; AID 1531, 2009; Mitogen-activated protein kinase kinase kinase 2 (Homo sapiens), Q9Y2U5; in the data active = binding response below about 67% or above about 130%
# Active calls of the source: *; / = no result given. No enrichment for hits. Share with any hit: about 5.4%.
SMILES,NALP1 inh,MEKK3 PB1 HTS,GalR3 antagonist,V1R ag counter,MEKK2mut PB1 HTS,GPR7 antagonist,OXTR agonist,PHOSPHO1 inh,MEKK2 WT-MEK5
S=c1[nH]nc(-c2cc(-c3ccccc3)n[nH]2)n1/N=C/c1ccc(Cl)cc1,12,90,-4,-1.3,-22,-17,-0.8,-40,84
Cn1c(O)c(C=NC(CC(N)=O)C(=O)O)c(=O)n(C)c1=O (configuration not stated),13,97,/,/,-2,2,/,6,97
COc1cccc(NC(=S)NNC(=O)c2ccccc2OC(F)F)c1,8,79,11,0.4,-7,-3,2.3,-39,88
CC/C(=N/Nc1ccc(Cl)cc1)c1cnnc(SC)n1,20,99,-11,-0.3,-3,1,-0.8,2,97
COc1ccc(C2C(C#N)=C(N)Oc3cc(C)[nH]c(=O)c32)cc1OC (configuration not stated),/,98,1,0.4,-1,-7,0.0,17,101
Cc1cccc(-n2cnc(C(=O)NNC(=S)Nc3ccccc3)c2)n1,-10,102,-1,0.6,-5,-14,1.2,-66,100
COC(=O)CCCC1=CC2=C(c3ccccc3)C(=O)C(C)(OC(=O)C3CCCC3)C(=O)C2=CN1CCc1c[nH]c2ccccc12 (configuration not stated),/,81,-7,0.7,3,/,0.0,22,70
O=C(Nc1ccc(F)cc1)C1CCC(CNc2c(N3CCCCC3)c(=O)c2=O)CC1 (configuration not stated),/,90,-3,-0.2,-22,-10,0.0,18,94
COc1cccc(-c2c(NC(=O)c3ccco3)oc3ccc(Cl)cc3c2=O)c1,2,98,1,-0.9,-1,-20,-1.0,28,93
Cc1oc(-c2ccc(Cl)cc2)nc1CN1CCC(C(=O)N2CCN(Cc3ccccc3)CC2)CC1,-4,/,-5,5.4,/,-1,12,-7,/
Cc1ccc(OCC(=O)Nc2ccc3c(c2)C(=O)NC3=O)cc1,23,97,-1,4.6,-6,28*,2.4,32,93
Cc1cccc(OCC(=O)NNS(=O)(=O)c2ccccc2F)c1,12,102,-6,0.1,-1,-2,0.8,27,99
CCOC(=O)c1cc(S(=O)(=O)N2CCN(c3ccccc3OC)CC2)cn1C,31,102,2,4.8,0,-8,3.9,53,109
Cc1cc(C)cc(N(C(=O)c2ccccn2)C(C(=O)NC2CCCCC2)c2ccncc2)c1 (configuration not stated),1,100,-5,/,4,-4,/,27,102
CCCCOC(=O)Nc1ccc(C(N)=O)cc1,6,93,0,-0.3,-4,8,-0.7,10,95
CCOCCCNCC(=O)NCC1CCCCC1,-3,102,-4,-0.1,-1,3,0.4,30,100
CC(=O)O[C@]1(C(C)=O)CCC2C3CCC4=C/C(=N/OCC(=O)O)CC[C@]4(C)C3CC[C@@]21C (some centres not stated),6,102,-9,1.7,9,-2,1.1,37,105
S=C(NCc1cccs1)Nc1cccc(Cl)c1Cl,16,98,-11,4.8,10,-2,-1.2,-2,118
C/C(=N\S(=O)(=O)c1ccc(C)cc1)N1CCN(S(=O)(=O)c2ccccc2)C1C(C)C (configuration not stated),6,101,-4,1.2,4,11,0.3,8,97
O=S(=O)(Nc1cccc(-c2cn3cccnc3n2)c1)c1ccccc1,-4,96,-9,2.9,-2,-12,1.9,-18,91

# 13 successive compounds already listed, for reference:
SMILES,NALP1 inh,MEKK3 PB1 HTS,GalR3 antagonist,V1R ag counter,MEKK2mut PB1 HTS,GPR7 antagonist,OXTR agonist,PHOSPHO1 inh,MEKK2 WT-MEK5
O=C(Nc1ccc(F)cc1)C1CCC(CNc2c(N3CCCCC3)c(=O)c2=O)CC1 (configuration not stated),/,90,-3,-0.2,-22,-10,0.0,18,94
COc1cccc(-c2c(NC(=O)c3ccco3)oc3ccc(Cl)cc3c2=O)c1,2,98,1,-0.9,-1,-20,-1.0,28,93
Cc1oc(-c2ccc(Cl)cc2)nc1CN1CCC(C(=O)N2CCN(Cc3ccccc3)CC2)CC1,-4,/,-5,5.4,/,-1,12,-7,/
Cc1ccc(OCC(=O)Nc2ccc3c(c2)C(=O)NC3=O)cc1,23,97,-1,4.6,-6,28*,2.4,32,93
Cc1cccc(OCC(=O)NNS(=O)(=O)c2ccccc2F)c1,12,102,-6,0.1,-1,-2,0.8,27,99
CCOC(=O)c1cc(S(=O)(=O)N2CCN(c3ccccc3OC)CC2)cn1C,31,102,2,4.8,0,-8,3.9,53,109
Cc1cc(C)cc(N(C(=O)c2ccccn2)C(C(=O)NC2CCCCC2)c2ccncc2)c1 (configuration not stated),1,100,-5,/,4,-4,/,27,102
CCCCOC(=O)Nc1ccc(C(N)=O)cc1,6,93,0,-0.3,-4,8,-0.7,10,95
CCOCCCNCC(=O)NCC1CCCCC1,-3,102,-4,-0.1,-1,3,0.4,30,100
CC(=O)O[C@]1(C(C)=O)CCC2C3CCC4=C/C(=N/OCC(=O)O)CC[C@]4(C)C3CC[C@@]21C (some centres not stated),6,102,-9,1.7,9,-2,1.1,37,105
S=C(NCc1cccs1)Nc1cccc(Cl)c1Cl,16,98,-11,4.8,10,-2,-1.2,-2,118
C/C(=N\S(=O)(=O)c1ccc(C)cc1)N1CCN(S(=O)(=O)c2ccccc2)C1C(C)C (configuration not stated),6,101,-4,1.2,4,11,0.3,8,97
O=S(=O)(Nc1cccc(-c2cn3cccnc3n2)c1)c1ccccc1,-4,96,-9,2.9,-2,-12,1.9,-18,91

# (cont.)
SMILES,NALP1 inh,MEKK3 PB1 HTS,GalR3 antagonist,V1R ag counter,MEKK2mut PB1 HTS,GPR7 antagonist,OXTR agonist,PHOSPHO1 inh,MEKK2 WT-MEK5
COc1ccc(NS(=O)(=O)c2ccc3c(c2)N(C(C)=O)CCS3)cc1,-19,100,-9,8.7,-3,18,5.4,12,100
Cn1c(NC(=O)c2cccs2)cc(=O)n(C)c1=O,9,93,4,0.9,-2,-13,0.4,3,95
Nc1ccc(Cc2ccc(N)c(C(=O)O)c2)cc1C(=O)O,-2,102,-9,1.6,2,-11,0.1,18,101
CCn1c2ccccc2c2nnc(SCc3ccc(C(=O)OC)o3)nc21,-5,101,1,-0.3,2,-15,-2.1,-75,98
COc1ccc(OCC(=O)Nn2c(-c3ccc(C)cc3)nc3ccccc3c2=O)cc1,1,105,-3,3.0,5,-7,4.2,-39,105
Cc1ccc(N2CCN(S(=O)(=O)c3ccc(F)c(C)c3)CC2)c(C)c1,4,107,-4,-0.9,3,-8,0.1,-17,103
COc1ccc(C(=O)Cn2c(Br)nc3c2c(=O)n(C)c(=O)n3C)cc1,4,101,/,3.8,4,-2,4.6,17,102
Cc1cccn2c(=O)c(/C=C(\C#N)C(=O)NC3CCS(=O)(=O)C3)c(N3CCC(C)CC3)nc12 (configuration not stated),/,131*,3,1.1,-1,-6,-0.8,-15,104
COc1ccc(NC(=O)CSc2nnc(C3CCCCC3)n2N)cc1OC,4,97,3,-0.7,-4,-10,0.5,-4,96
Cc1ccc(C2NC(=O)c3c(sc(C)c3C)N2)c(O)c1 (configuration not stated),-8,106,1,-0.5,3,-3,-0.7,104*,104
Cc1cc(C)n2nc(CNS(=O)(=O)c3ccc(F)cc3)nc2n1,7,100,/,-0.1,3,-7,-1.0,23,99
Nc1nonc1-n1nnc(C(=O)N/N=C/c2ccccc2Cl)c1-c1ccccc1,-4,100,-9,5.5,-1,-13,1.5,46,93
CO/N=C/c1ccc(Sc2ccccc2)c([N+](=O)[O-])c1,-14,99,0,-0.2,-1,-6,-1.3,-2,98
Nc1cccc(CN2CCCC2)c1,6,102,-4,0.3,6,-15,1.5,8,111
O=C1CCCN1CC(O)CS(=O)(=O)Cc1ccccc1Cl (configuration not stated),21,97,-3,-0.1,-3,-10,0.5,11,95
CN(C(=O)c1ccco1)c1nc(-c2ccc(F)cc2)cs1,24,98,-8,1.6,1,-4,-1.1,13,96
Cc1cccc2cc(CN(C(=O)c3cnccn3)C3CCCCC3)c(Cl)nc12,37,106,-10,-1.2,6,-15,-1.6,-18,102
COc1cccc(C(=O)Nc2nnc(C(C)C)s2)c1,5,93,0,-0.1,11,-11,-1.6,10,99
COc1ccc(CCNC(=O)c2cccc(S(=O)(=O)N3CCCCC3)c2)cc1,2,98,-1,2.4,-7,10,1.2,37,90
Cc1ccc2cc3c(NC(=O)C(C)C)nn(C)c3nc2c1,18,91,-6,-1.1,-7,6,-0.4,-2,85
Cc1ccc(C(=O)Nc2c(C)n(C)n(-c3ccccc3)c2=O)cc1S(=O)(=O)N1CCOCC1,8,92,-1,-0.2,-3,-5,0.5,6,94
O=C(Nc1ccc(S(=O)(=O)N2CCCC2)cc1)c1cc(F)c(F)cc1Cl,0,102,-5,3.6,5,8,0.9,14,106
O=C(CN1C(=O)CCC1=O)Nc1ccc(S(=O)(=O)N2CCOCC2)cc1,-1,91,-7,0.3,-4,-5,1.5,-1,95
CCSc1nc(-c2ccccc2)c2cc(Cl)ccc2n1,25,104,-5,-0.7,-1,-6,0.1,8,96
C=CCNC(=O)c1sc(-c2ccccc2)nc1C,6,104,-2,0.2,1,3,0.8,26,103
c1ccc(-c2noc(-c3ccc4c(c3)OCO4)n2)cc1,10,93,-2,0.6,-1,0,-0.1,8,92
COC(=O)c1sc(NC(=O)CSc2nnc(Cn3nnc4ccccc43)n2C)nc1C,20,101,0,0.7,19,-1,0.3,-4,116
COc1cc(OC)c2ccc(=O)oc2c1C(CCN1CCCC1)c1ccc(N(C)C)cc1 (configuration not stated),-19,104,-1,0.9,4,/,0.9,31,102
CCOC(=O)c1[nH]c(C)c(C(=O)Nc2ccc(C)c(C)c2)c1C,11,101,-1,-0.5,1,-10,-0.5,2,104
CN(C)Cc1n[nH]c(=O)c2ccccc12,-4,108,-3,0.2,-1,-2,1.5,28,100
CCCc1nc(-c2ccc(-c3ccc(F)cc3)cc2)no1,-4,101,-4,0.1,0,-6,1.8,-7,97
CN(Cc1ccc(F)cc1)C(=O)CNC(=O)C1CCCCC1,13,101,2,0.1,8,0,-0.2,4,107
Cc1ccc(N(C(=O)CCC(=O)Nc2ccccn2)C(C(=O)NC(C)C)c2ccc(F)cc2)cc1 (configuration not stated),7,97,-9,-0.7,-7,1,-0.8,45,92
CCN(CC)CCSc1nnc2c3ccccc3n(CCc3ccccc3)c2n1,14,104,-15,0.5,12,10,-1.6,36,128
Cc1cc(-c2cccc(Br)c2)c(C#N)c(N)n1,-6,95,-3,-1.8,-4,-19,-1.8,-13,93
CCC1CCCCN1C(=O)c1cc(COc2ccc3ncccc3c2)on1 (configuration not stated),2,102,71*,11,6,16,16,28,110
COc1ccccc1CN1C(=NC(=O)C2CCCCC2)SC2CS(=O)(=O)CC21 (configuration not stated),9,95,-6,0.6,-3,-14,1.2,20,93
O=C(CNc1cccc([N+](=O)[O-])c1)NCCCc1ccccc1,-15,100,-9,7.8,-7,3,4.8,28,95
